# Screening results (PubChem BioAssay)
# hcDAF12 agonist: H. contortus DAF-12 nuclear receptor activators, primary screen, cell-based, luminescence, HEK293, lit1-tk-luc reporter | HEK293 hcDAF-12 lit1-tk-luc reporter; 0% DMSO, 100% Δ7-dafachronic acid | activation, % at 6.8 µM | hit rate 1.4% among 370,000;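 active = activation above the mean of all tested compounds plus 3 SD, cut at about 5.5% in these data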;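 note: 100% = response to 3 µM Δ7-dafachronic acid high control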
# DAX1 inh-1: DAX1 (NR0B1) inhibitors, primary screen, cell-based, HEK293, Gal4-DAX1, luciferase luminescence; Nuclear receptor subfamily 0 group B member 1 (Homo sapiens), P51843; HEK293 Gal4-DAX1 luciferase reporter; inhibition, % at 6.75 µM; hit rate 0.99% among 340,000; AID 504766, 2011;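 active = inhibition above the mean over all tested compounds plus 3 SD, cut at about 4.2% in these data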;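 note: 0% = DAX1-transfected cells with DMSO and 100% = empty-vector control cells with DMSO; inhibition shows as a rise in luminescence from relieved DAX1 repression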
# ssDAF12 agonist: S. stercoralis DAF-12 nuclear receptor activators, primary screen, cell-based, luminescence, HEK293, GRIP1 co-expression, lit1-tk-luc; Nuclear hormone receptor DAF-12 (Strongyloides stercoralis); HEK293 ssDAF-12/GRIP1 lit1-tk-luc reporter; % of 3 µM dafachronic acid response; activation, % at 6.8 µM; hit rate 1% among 370,000;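 active = activation above the mean over all tested compounds plus 3 SD, cut at about 0.9% in these data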;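 note: 0% = DMSO-only wells and 100% = 3 µM delta7-dafachronic acid wells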
# PG9 Ab binder: binders of HIV-1 gp120 antibody PG9, primary screen, biochemical, TR-FRET. HIV-1 gp120 / PG9 antibody interaction. TR-FRET gp120-PG9 antibody binding. inhibition, % at 6.7 µM. hit rate 0.43% among 360,000. AID 624416, 2012; in the data active = inhibition above about 8.5%
# DAX1 inh-2: DAX1 (NR0B1) inhibitors on StAR promoter, primary screen, cell-based, luminescence, SF-1 (NR5A1), full-length DAX-1; hit rate 1.1% among 370,000; inhibition, % at 6.8 µM; HEK293T StAR-luciferase reporter, SF-1/DAX-1 repression relief; AID 652010, 2013;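 active = inhibition above the mean over all tested compounds plus 3 SD, cut at about 3.6% in these data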;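 note: 0% = DAX-1 cells with DMSO and 100% = cells lacking DAX-1 with DMSO; higher inhibition means more luminescence from relief of DAX-1 repression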
# hgDAF-12 ag: H. glycines DAF-12 receptor agonists, primary screen, cell-based, luminescence, HEK293, GAL4 fusion, UAS-luciferase; Nuclear hormone receptor DAF-12 (Heterodera glycines), GAL4 fusion; HEK293 GAL4-hgDAF12 UAS-luciferase reporter, agonist luminescence; normalized to butyrate control; activation, % at 6.8 µM; hit rate 1.8% among 370,000;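 active = activation above a cutoff set at the mean of all screened compounds plus 3 SD, cut at about 10% in these data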;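 note: 0% = DMSO wells and 100% = sodium butyrate wells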
# GC-A act: GC-A stimulated cGMP production enhancers – HEK293 GC-A cells, cGMP TR-FRET, EC30 ANP, primary screen; Atrial natriuretic peptide receptor 1 (Homo sapiens), P16066; 0% at EC30 ANP, 100% saturating ANP; activation, % at 10 µM; hit rate 0.14% among 370,000; AID 1671463, 2021; in the data active = activation above about 40%
# Target sequence (P16066 whole entry, looked up): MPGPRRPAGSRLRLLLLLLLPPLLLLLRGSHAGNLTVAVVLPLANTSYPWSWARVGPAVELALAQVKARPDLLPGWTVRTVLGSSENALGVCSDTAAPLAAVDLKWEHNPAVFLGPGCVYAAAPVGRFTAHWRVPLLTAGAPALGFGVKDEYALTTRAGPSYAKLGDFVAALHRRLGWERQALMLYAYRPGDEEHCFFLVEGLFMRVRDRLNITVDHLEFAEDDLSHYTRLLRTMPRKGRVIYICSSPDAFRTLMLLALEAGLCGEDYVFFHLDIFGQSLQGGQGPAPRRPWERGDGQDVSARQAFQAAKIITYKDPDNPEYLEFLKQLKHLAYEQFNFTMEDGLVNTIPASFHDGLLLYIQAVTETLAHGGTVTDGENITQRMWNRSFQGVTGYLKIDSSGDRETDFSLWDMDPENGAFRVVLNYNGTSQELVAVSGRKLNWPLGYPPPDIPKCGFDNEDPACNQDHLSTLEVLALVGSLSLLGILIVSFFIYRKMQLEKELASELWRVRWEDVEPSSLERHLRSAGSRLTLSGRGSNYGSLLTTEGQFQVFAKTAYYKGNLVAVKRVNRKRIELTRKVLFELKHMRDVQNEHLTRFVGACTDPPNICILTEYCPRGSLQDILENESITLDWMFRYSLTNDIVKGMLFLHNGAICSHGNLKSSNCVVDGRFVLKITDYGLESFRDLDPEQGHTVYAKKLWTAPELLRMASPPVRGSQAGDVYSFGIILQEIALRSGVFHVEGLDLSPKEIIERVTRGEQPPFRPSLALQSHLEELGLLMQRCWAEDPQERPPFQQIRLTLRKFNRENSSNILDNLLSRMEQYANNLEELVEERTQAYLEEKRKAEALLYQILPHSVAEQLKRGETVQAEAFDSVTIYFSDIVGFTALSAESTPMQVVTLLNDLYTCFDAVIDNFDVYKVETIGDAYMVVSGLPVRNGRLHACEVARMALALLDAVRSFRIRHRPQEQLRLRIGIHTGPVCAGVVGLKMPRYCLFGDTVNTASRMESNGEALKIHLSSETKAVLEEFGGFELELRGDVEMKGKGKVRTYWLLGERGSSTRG
# ADAM17 inh: ADAM17 inhibitors, primary screen, biochemical, QFRET. Disintegrin and metalloproteinase domain-containing protein 17 (Homo sapiens), P78536. hit rate 0.83% among 370,000. inhibition, % at 6.95 µM. recombinant ADAM17, EDANS/DABCYL FRET peptide cleavage;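 active = inhibition above the mean of compounds lying between control limits plus 3 SD, set per campaign, cut at about 8.5% in these data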;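 note: 0% = DMSO-only wells as the low control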
# FXN GAA850 act: FXN promoter activators, primary screen, cell-based, luciferase luminescence, HEK293 lucGAA850; hit rate 0.56% among 360,000; HEK293 lucGAA850 FXN promoter luciferase reporter, 24 h; percent of 10 µM SAHA response; AID 540364, 2011; activation, % at 6 µM;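 active = activation above the average of all compounds screened plus 3 SD, cutoff fixed separately per campaign, cut at about 7.5% in these data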;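 note: 0% = DMSO wells and 100% = 10 µM SAHA wells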
# ADAM10 inh: human ADAM10 inhibitors, primary screen, biochemical, QFRET, HTS. recombinant ADAM10, EDANS/DABCYL FRET peptide cleavage, 3 h. inhibition, % at 7 µM. hit rate 0.62% among 370,000;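 active = inhibition above a per-campaign cutoff equal to the mean of compounds falling between control-based bounds plus 3 SD, cut at about 20% in these data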;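 note: 0% = DMSO wells while the 100% control is not disclosed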
# SMARCA2 act: SMARCA2 (BRM) function activators, primary screen, cell-based, luminescence, high throughput; MG213 cells, MMTV-luciferase reporter, dexamethasone, overnight; activation, % at 9.1 µM; hit rate 1% among 370,000; AID 652017, 2013; in the data active = activation above about 7.8%;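 note: 0% = vehicle wells and 100% = reference activator wells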
# * hit, by the source's call; / = no result given. Rows were taken by chance. Share with any hit: about 6.8%.
no.	Structure	hcDAF12 agonist	DAX1 inh-1	ssDAF12 agonist	PG9 Ab binder	DAX1 inh-2	hgDAF-12 ag
1	Cc1ccc(CC(=O)NCC(c2ccco2)N(C)C)cc1C (centres undefined)	2.2	-0.2	-1.2	0.3	0.2	-1.9
2	O=C(c1cccc([N+](=O)[O-])c1)N1CCOCC1	2.6	2.3	-1.6	-0.7	0.6	-4.8
3	COc1ccc(CCNc2ncnc3c2nnn3Cc2ccccc2)cc1	-2.7	-0.6	-1.4	0.0	-0.8	4.0
4	CCOc1ccc(C(=O)NC2CC3CCCC(C2)N3Cc2ccccc2)cc1 (centres undefined)	-1.9	-0.1	-1.6	-0.6	-0.3	0.2
5	C[C@H](NC(=O)C1CC(=O)N(c2ccc3c(c2)OCCO3)C1)C(=O)NC1CCCC1 (some centres undefined)	-0.3	0.2	-0.3	-0.5	0.2	0.1
6	Cc1cccc(C)c1NC(=O)C(c1ccccc1)N1CCC2(CC1)OCCO2 (centres undefined)	-1.7	0.4	-0.8	0.7	-0.2	-1.2
7	COc1cc(Cl)c(C)cc1NC(=O)c1ccc2c(c1)OCO2	0.5	2.7	-1.0	4.8	0.2	1.8
8	NC1=NC2(CCCCCC2)n2c(nc3ccccc32)N1	-0.4	-0.7	-1.9	2.5	-1.2	-0.5
9	CCn1c(/N=C/c2ccc(OC)cc2O)nc2ccccc21	-1.0	1.4	-0.5	-2.6	0.3	1.9
10	CCOC(=O)c1cccc2c(=O)c(C(=O)c3ccc(Cl)cc3)c(C(=O)OC)[nH]c12	-1.1	0.2	-1.9	21*	0.5	-2.0

no.	GC-A act	ADAM17 inh	FXN GAA850 act	ADAM10 inh	SMARCA2 act
1	2	-1	3.4	6	0
2	6	-6	1.4	-7	-3
3	-2	-2	1.7	6	-2
4	0	-2	-1.1	-3	-2
5	2	4	0.2	-14	-2
6	-3	2	1.0	4	0
7	-2	3	4.4	2	1
8	4	-2	-1.9	-10	-4
9	4	-3	0.4	1	0
10	0	-3	-0.2	-1	5

# Carrying on.
no.	Structure	hcDAF12 agonist	DAX1 inh-1	ssDAF12 agonist	PG9 Ab binder	DAX1 inh-2	hgDAF-12 ag
11	O=C(O)c1oc2ccccc2c1CSc1ccc(Cl)cc1	1.5	3.3	-0.6	-0.4	-0.1	-0.8
12	COc1ccc(OCCC(=O)OCC(=O)NCCC2=CCCCC2)cc1	-1.5	-1.1	-1.4	-0.5	0.7	-0.5
13	CCC(/C=C1\Sc2ccc(OC)cc2N1CC)=C\c1sc2ccc(OC)cc2[n+]1CCCS(=O)(=O)[O-]	-1.1	0.2	5.6*	-4.5	-0.4	-0.1
14	CCOC(=O)C(NCc1ccccc1OC)(NC(=O)CC)C(F)(F)F (centres undefined)	-2.5	-0.1	-1.0	0.0	-0.1	-0.4
15	Cc1ccc(CS(=O)(=O)CCC(=O)NCc2ccc(F)cc2)cc1	1.3	0.4	-0.6	0.7	-0.2	-1.3
16	O=C1OC(Nc2ccc(Br)cn2)c2ccccc21 (centres undefined)	-0.9	-1.7	-0.9	-0.2	-0.8	-0.8
17	CC1CCCCC12NC(=O)N(CC(=O)OCC(=O)NC(=O)c1ccccc1)C2=O (centres undefined)	-0.2	0.3	-1.0	-0.9	-0.4	0.2
18	COc1ccc(CCNC(=O)COC(=O)c2ccc(Br)o2)cc1	-0.4	0.6	-0.9	1.4	-1.2	1.4
19	CC1(C)NC(=O)N(CC(O)CN(c2ccccc2)S(=O)(=O)c2ccccc2)C1=O (centres undefined)	-0.4	3.2	-0.9	-0.9	0.0	-1.2
20	O=C(NC(=S)N1CCN(C/C=C/c2ccccc2)CC1)c1c(F)cccc1F	0.1	0.4	-1.0	-0.9	-0.3	1.1

no.	GC-A act	ADAM17 inh	FXN GAA850 act	ADAM10 inh	SMARCA2 act
11	2	-1	0.9	7	2
12	1	-5	-0.4	3	-2
13	3	1	-1.3	1	-2
14	2	-5	-1.1	-10	-3
15	4	-4	1.8	-3	-2
16	6	-4	0.2	10	-2
17	5	0	0.5	0	3
18	1	-5	-1.6	-3	-3
19	2	-1	0.4	-2	-1
20	2	1	2.5	1	-2

# The list goes on, starting with the last 2 of the part before.
no.	Structure	hcDAF12 agonist	DAX1 inh-1	ssDAF12 agonist	PG9 Ab binder	DAX1 inh-2	hgDAF-12 ag
19	CC1(C)NC(=O)N(CC(O)CN(c2ccccc2)S(=O)(=O)c2ccccc2)C1=O (centres undefined)	-0.4	3.2	-0.9	-0.9	0.0	-1.2
20	O=C(NC(=S)N1CCN(C/C=C/c2ccccc2)CC1)c1c(F)cccc1F	0.1	0.4	-1.0	-0.9	-0.3	1.1
21	COc1ccccc1N1CCN(C(=O)COc2cccc3ccccc23)CC1	-0.7	0.1	-1.1	-0.6	0.6	-1.4
22	Cn1c(=O)c2c(ncn2CC(=O)N2CCN(C(=O)c3ccco3)CC2)n(C)c1=O	-0.3	1.4	-1.5	2.5	-0.2	-3.2
23	Cn1nc(C(C)(C)C)cc1C(=O)N1CCCCC1c1cc(C(=O)NCc2ccc(F)cc2)no1 (centres undefined)	-3.7	/	-1.2	-0.2	-4.4	-5.1
24	C[C@H](CO)N1C[C@H](C)[C@@H](CN(C)S(=O)(=O)c2ccccc2)Oc2c(NS(=O)(=O)c3ccc(F)cc3)cccc2C1=O	2.5	-0.7	-0.8	1.7	0.5	2.7
25	CCOCCc1nn2c(=O)cc(CSCC(=O)Nc3ccccc3)nc2s1	-2.2	1.2	-1.1	1.8	-0.4	-0.9
26	CCc1sc(C(=O)N(CCCOC)c2c(N)n(CC(C)C)c(=O)[nH]c2=O)cc1C	-0.1	0.7	-0.4	2.4	0.6	-0.7
27	O=C(Nc1cc(Cl)cc(Cl)c1)N1CCCN(Cc2ccccc2)CC1	-2.0	4.0	-0.7	-3.2	0.2	-0.4
28	C[C@H](CO)N1C[C@H](C)[C@@H](CN(C)CC2CCCCC2)Oc2ccc(NC(=O)Cn3cnnn3)cc2C1=O	-0.4	2.1	-1.2	-2.9	0.3	0.0
29	COCCCNc1nc2c([nH]1)c(=O)[nH]c(=O)n2C	-0.2	-0.6	-0.3	-2.7	0.7	1.2
30	CCCN1C(=O)/C(=C\c2ccncc2)SC1=Nc1ccccc1	-3.2	-2.0	-1.7	-0.2	-0.6	-2.2

no.	GC-A act	ADAM17 inh	FXN GAA850 act	ADAM10 inh	SMARCA2 act
19	2	-1	0.4	-2	-1
20	2	1	2.5	1	-2
21	-6	0	0.4	7	-2
22	0	-4	0.9	-3	0
23	-1	0	0.6	2	-5
24	-3	-5	-3.0	-3	0
25	-2	-4	-0.2	2	0
26	2	-4	0.4	-13	-3
27	4	3	0.5	5	-1
28	-1	-3	-0.8	-8	0
29	3	-2	-2.3	-1	1
30	-8	0	6.5	0	3

# (listing goes on)
no.	Structure	hcDAF12 agonist	DAX1 inh-1	ssDAF12 agonist	PG9 Ab binder	DAX1 inh-2	hgDAF-12 ag
31	O=[N+]([O-])c1cc2ccccc2c(O)c1O	1.8	0.2	0.7	-1.6	-0.4	-1.5
32	CCCNC(=O)CNC(=S)N(Cc1ccccc1F)C1CCCCC1	0.3	-0.7	-2.2	0.6	-1.5	-0.2
33	O=C(CCCN1C(=O)/C(=C/c2ccc(F)cc2)SC1=S)NC1CCS(=O)(=O)C1 (centres undefined)	-1.9	-0.2	-1.2	-2.1	0.4	-1.1
34	O=C(CSc1nccn1Cc1ccco1)Nc1cccc(F)c1	-0.8	0.4	-1.4	1.1	-1.3	4.0
35	CCN(CC)C1CCN(c2nc3nonc3nc2NCCOC)C1 (centres undefined)	-1.9	1.1	-1.0	-1.6	0.1	-0.3
36	COc1ccc(-n2c(SCC(=O)NCc3ccco3)nc3sc4c(c3c2=O)CCN(C)C4)cc1	2.6	0.5	-0.4	-1.6	-0.3	3.0
37	C[C@H](CO)N1C[C@H](C)[C@H](CN(C)C(=O)Nc2ccc(C(F)(F)F)cc2)Oc2ncc(Br)cc2C1=O	2.1	0.9	-1.3	-0.8	-0.7	-1.9
38	CC(C)CCN(N=O)[C@@H](Cc1ccccc1)CN(N=O)[C@@H](Cc1ccccc1)CN(C)N=O	-0.1	1.6	-1.7	0.3	0.7	-3.0
39	CC1(C(=O)N2CCN(C(=O)c3ccco3)CC2)CCN1Cc1ccccc1OC(F)F (centres undefined)	0.1	/	-0.6	0.4	0.6	-1.4
40	CCOC(=O)[C@@]12CN(C(=O)OC(C)(C)C)CC=C1N(Cc1ccc(OC)cc1)C(=O)[C@H]2CC(=O)NCCCOC	-2.4	/	-1.1	/	-0.8	-2.5

no.	GC-A act	ADAM17 inh	FXN GAA850 act	ADAM10 inh	SMARCA2 act
31	-2	3	-0.9	-5	-4
32	-10	-3	-2.2	-3	-3
33	1	5	-2.2	-1	-3
34	-3	-2	-0.3	-15	6
35	-7	1	1.5	-7	1
36	8	-15	2.0	-29	2
37	1	-1	-0.8	-11	-2
38	-3	-4	2.7	-9	-2
39	1	-4	1.8	-12	-1
40	3	-1	/	-3	0

# The results go on:
no.	Structure	hcDAF12 agonist	DAX1 inh-1	ssDAF12 agonist	PG9 Ab binder	DAX1 inh-2	hgDAF-12 ag
41	COc1ccc(NC(=O)NNC(=O)COc2ccc3ccccc3c2)cc1OC	0.3	1.1	-0.8	0.1	-1.1	-0.4
42	CCCN(S(=O)(=O)c1ccccc1F)S(=O)(=O)c1ccccc1Br	-0.5	0.6	-0.8	-2.2	-0.5	0.8
43	COc1ccc(SCC(O)Cn2c3ccccc3c3ccccc32)c(OC)c1 (centres undefined)	2.0	/	-0.7	1.3	-0.2	-1.7
44	Cc1c(Cl)cccc1NC(=O)CSc1nnc(C)n1-c1ccccc1	-1.9	-1.4	-1.8	-1.1	0.7	-2.5
45	CN(Cc1ccco1)C(=O)Cn1nc(-c2ccc(Cl)cc2)ccc1=O	-1.1	0.5	-1.9	-2.6	-0.4	0.8
46	O=C(O)c1cc(S(=O)(=O)NCC2CCCO2)ccc1Cl (centres undefined)	-1.2	-0.2	-1.0	-0.1	0.4	-1.8
47	CCc1nc2c(OCc3ccccc3)cccn2c1N(C)C(C)=O	-1.3	/	-1.4	0.0	-0.2	2.6

no.	GC-A act	ADAM17 inh	FXN GAA850 act	ADAM10 inh	SMARCA2 act
41	0	2	-0.6	0	-3
42	-5	5	-1.7	17	-1
43	-8	8	/	18	-1
44	2	-2	-0.1	-7	1
45	0	-3	0.3	-5	3
46	2	-5	0.7	-2	1
47	2	-3	1.7	-9	-2
